# TDP1 cell noCPT = qHTS for Inhibitors of human tyrosyl-DNA phosphodiesterase 1 (TDP1): qHTS in cells in absence of CPT | DT40 Tdp1-/- hTDP1 cells, no CPT, ATP luminescence, 48 h | 15% of 420,000 active | Potency, µM (series often up to 46.2 µM), for the others: at the highest dose activity change, negative = growth inhibition, hits mostly inhibitors | AID 686978, 2013; further: nearly all actives have a fitted effect of over 55% in size
#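 No-CPT arm: Tdp1-/-;hTDP1 DT40 cells (400/well) plus compounds, incubated ≥48 hr at 37 °C. Readout CellTiter-Glo luminescence.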
# TDP1 block = qHTS Assay for Inhibitors of Tyrosyl-DNA Phosphodiesterase (TDP1); 0.28% of 350,000 active; Tyrosyl-DNA phosphodiesterase 1 (Homo sapiens), Q9NUW8; recombinant TDP1, AlphaScreen DNA substrate cleavage; AID 485290, 2010; Potency, µM (series often up to 130 µM), for inactives: at the highest dose activity change, negative = inhibition, most hits filed as inhibitors; further: nearly all actives have a fitted effect of over 40% in size
#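 Recombinant E. coli-expressed Tdp1 (1 nM) preincubated with compound 15 min at RT, then 5'-biotin/3'-phosphotyrosine-FITC DNA substrate (15 nM) added for 5 min. AlphaScreen beads (10 ug/ml) added, 10 min RT; tyrosine-FITC cleavage read as signal loss.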
# GCN5L2 inh = qHTS Assay for Inhibitors of GCN5L2. Histone acetyltransferase KAT2A (Homo sapiens), Q92830. GCN5L2 HAT assay, ThioGlo1 CoA-SH fluorescence. Potency, µM (titrated, usually from 58.9 µM), without a hit: at the highest dose activity change, negative = inhibition, actives largely listed as inhibitors. 0.21% of 390,000 active. AID 504327, 2011
# Target sequence (Q92830 whole entry, looked up): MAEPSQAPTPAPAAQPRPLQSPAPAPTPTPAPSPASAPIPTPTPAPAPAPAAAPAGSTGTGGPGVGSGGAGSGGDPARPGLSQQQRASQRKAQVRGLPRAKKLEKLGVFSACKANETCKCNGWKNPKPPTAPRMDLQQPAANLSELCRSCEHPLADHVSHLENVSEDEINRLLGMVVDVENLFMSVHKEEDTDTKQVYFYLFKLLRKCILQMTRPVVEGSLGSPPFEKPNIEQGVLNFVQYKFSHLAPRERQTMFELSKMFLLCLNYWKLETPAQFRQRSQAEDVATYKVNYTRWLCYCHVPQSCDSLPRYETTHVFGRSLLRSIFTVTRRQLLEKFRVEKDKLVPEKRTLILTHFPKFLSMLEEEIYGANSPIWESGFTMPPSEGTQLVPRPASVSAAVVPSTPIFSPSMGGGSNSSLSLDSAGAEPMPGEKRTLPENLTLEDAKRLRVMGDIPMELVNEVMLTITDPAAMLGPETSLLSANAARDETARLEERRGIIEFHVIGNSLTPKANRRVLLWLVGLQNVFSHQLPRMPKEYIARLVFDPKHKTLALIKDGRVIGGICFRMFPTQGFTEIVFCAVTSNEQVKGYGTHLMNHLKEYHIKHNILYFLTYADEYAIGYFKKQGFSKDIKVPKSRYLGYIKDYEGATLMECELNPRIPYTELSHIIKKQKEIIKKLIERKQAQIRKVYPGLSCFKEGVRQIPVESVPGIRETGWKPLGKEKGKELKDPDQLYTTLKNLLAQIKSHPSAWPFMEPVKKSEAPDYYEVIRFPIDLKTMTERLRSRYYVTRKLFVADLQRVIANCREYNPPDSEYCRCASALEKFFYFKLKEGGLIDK
#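 Free CoA generated was detected with ThioGlo1 (50uM) fluorescence at Ex340nm/Em540nm, read immediately and after 20 min at room temperature. Enzyme, 20 nM in HEPES pH 7.5 buffer, saw compounds 15 min before adding 75uM H3(1-25) peptide and 70uM acetyl-CoA.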
# An asterisk follows results filed as active; ? = inconclusive; . = no result given; & = joins results of further samples; [ ] = dose if it differs, or a comment. The call rests on the fitted dose curve; in most records, active means well fitted curve in the direction sought with a large enough effect; inconclusive means small, poorly fitted or top-dose-only effect, or another doubt; inactive means no such curve, though single readings can be large; an effect the other way counts as inactive or inconclusive. On the % scale 0 is the no-effect control and ±100 the full control effect; potency means the concentration at half of the fitted maximal effect. Some of the compounds tested (hit frequency here may not be typical).
# Screens in order: TDP1 block, TDP1 cell noCPT, GCN5L2 inh
- Cc1ccc(NC(=O)COC(=O)C2CC2(Cl)Cl)cc1C (centres undefined)
 : 9%, ?, -10%
- CC(C)(C)OC(=O)C[C@H]1C/C=C\C[C@H](CC(=O)NCCO)C(=O)NC[C@H](c2ccccc2)OC1=O
 : 2%, 13%, -4%
- CCOc1ccc(S(=O)(=O)N2CCN(c3ccccc3F)CC2)c2cccnc12
 : 6%, 16µM*, -4%
- CC(NC(=O)c1ccccc1)c1nnc(SCc2nc3ccccc3c(=O)[nH]2)n1C (centres undefined)
 : -2%, -16%, -11%
- Cc1ccc(C(=O)NCCc2ccc(S(=O)(=O)N3CCCC3)cc2)cc1
 : 4%, -27%, 14%
- COc1ccc(Cl)cc1NC(=O)CCN1CCN(Cc2ccccc2)CC1
 : 4%, ?, -2%
- COCCSc1ccccc1C(=O)Nc1ccc(S(=O)(=O)N2CCOCC2)cc1
 : 1%, 5%, -2%
- O=C(COc1ccc([N+](=O)[O-])cc1)NNC(=O)Nc1cccc(F)c1
 : 5%, -19%, 3%
- CS(=O)(=O)N(Cc1nc(-c2ccc(F)cc2)no1)c1ccccc1Cl
 : ., ?, -15%
- CC(C)(CC(=O)O)CC(=O)N1CCN(c2nc3ccc(Cl)cc3s2)CC1
 : ., 11%, -1%
- O=C(C1CCN(S(=O)(=O)c2ccc(Br)cc2)CC1)N1CCOCC1
 : 4%, 18%, -1%
- COc1cc2c(cc1OC)CN(c1ccc(C(F)(F)F)cn1)CC2
 : -2%, 16µM*, -8%
- COc1ccc(/C=N\NC(=O)c2ccc(-c3ccccc3)cc2)cc1COC(C)=O
 : 1%, ?, -15%
- COc1ccc(C(=O)Oc2ccc(F)cc2C(=O)/C=C/c2ccc(OC)c(OC)c2)cc1
 : 8%, 13µM*, -10%
- COc1ccc(C)cc1S(=O)(=O)N1CCN(C/C=C/c2ccccc2)CC1
 : 2%, 15µM*, 0%
- CC(C)c1ccc(C2N3CC4(C)CN2CC(c2ccccc2)(C3)C4=O)cc1 (centres undefined)
 : 0%, 18µM*, -9%
- Cn1cnc([N+](=O)[O-])c1Sc1ncn[nH]1
 : -5%, 16µM*, -9%
- Nc1nonc1-n1nnc(C(=O)N/N=C/c2ccccn2)c1-c1ccccc1
 : 7%, 27%, -16%
- Cc1cc(Cl)ccc1OCC(=O)NNC(=O)c1ccc(=O)[nH]c1
 : 0%, -5%, -4%
- CC(C)(O)C1=NOC(c2ccccc2)C1 (centres undefined)
 : 0%, -25%, -9%
- COC(=O)c1cc(C(=O)Nc2ccc(S(=O)(=O)NC(C)(C)C)cc2)cc([N+](=O)[O-])c1
 : 5%, ?, -13%
- Cc1cc(C)nc(Nc2nc(-c3ccccc3)cs2)n1
 : 4%, ?, -1%
- CCCC(C)NC(=O)CSc1nc(-c2ccccc2)cn1N (centres undefined)
 : 5%, ?, 4%
- COC(=O)c1cc(S(=O)(=O)N(C)Cc2ccco2)c[nH]1
 : 2%, -16%, -5%
- Cc1noc(C)c1-c1ccc2ncnc(NCc3cccc(-c4ccccc4)c3)c2c1
 : 10%, ., -5%
- CCOC(=O)c1cc(NC(=O)CSCCO)ccc1Cl
 : 3%, -5%, .
- O=C(Nc1ccc(C(F)(F)F)cc1)c1csc(-c2ccncc2)n1
 : 4%, ?, -4%
- NC(=O)c1cnn2c(-c3cccc(C(F)(F)F)c3)ccnc12
 : ., 0%, -8%
- CC(C)CNC(=O)COC(=O)/C=C/c1ccccc1[N+](=O)[O-]
 : 5%, -1%, .
- COc1ccc(N(C(C)C(=O)NN=C2CCCC2)S(C)(=O)=O)cc1 (centres undefined)
 : -3%, -6%, -1%
- COc1cccc(NC(=S)NN2C(C)CCCC2C)c1 (centres undefined)
 : 5%, 4%, -2%
- CCNC(=O)NC(=O)COC(=O)CNC(=O)COc1ccccc1
 : 8%, 1%, -16%
- CCOC(=O)CN1C(c2ccc(O)cc2)Nc2ccc(Br)cc2C1c1ccccc1 (centres undefined)
 : 5%, ?, -6%
- COc1ccc(S(=O)(=O)N2CCC(C(=O)N[C@@H](C)C(=O)NCc3ccncc3)CC2)cc1
 : 0%, -3%, -7%
- CC(Sc1nc(-c2ccccc2)c(C#N)c(=O)[nH]1)C(=O)Nc1ccc(F)cc1 (centres undefined)
 : -1%, 0%, -7%
- COc1ccc(N=Cc2cccc(C)c2O)cc1Cl
 : 3%, -1%, 34%[activator]
- COC(=O)[C@H](CC(C)C)NC(=O)N1CCCCC1C (some centres undefined)
 : 4%, 4%, -3%
- O=C(Nc1cccc(NC(=O)c2cccs2)c1)c1ccc(F)cc1
 : ., ?, 4%
- Cc1ccc(C(CNS(=O)(=O)c2ccc(F)cc2C)N2CCN(C)CC2)cc1 (centres undefined)
 : ., ?, 1%
- CN(c1ccc(C(=O)N2CCN(c3ccc(F)cc3)CC2)cc1)S(C)(=O)=O
 : 2%, ?, -12%
- CC(=O)Nc1ccc(OC(=O)c2ccc(Br)c([N+](=O)[O-])c2)cc1
 : -15%, -27%, -5%
- Cc1cc(C)nc(SCC(=O)NNS(=O)(=O)c2ccc(C#N)cc2)n1
 : ., -6%, -5%
- CCCc1nnc(SCC(=O)N2CCOCC2)n1CC1CCCO1 (centres undefined)
 : 1%, 5%, -6%
- CCCCCC(=O)OCCc1c(C)nc2nc[nH]n2c1=O
 : 2%, 1%, 0%
- O=C(c1n[nH]c2ccccc12)N1CCCCC1
 : 0%, -5%, -11%
- CCc1nnc(NC(=O)CCn2cnc3ccccc3c2=O)s1
 : 3%, ?, 16%
- Cc1cc(C)n(-c2nc(-c3ccc(Cl)c(Cl)c3)cs2)n1
 : 4%, -6%, -9%
- Cc1nc(C)c(C(=O)Nc2cccc(Cl)c2)o1
 : 3%, -11%, -1%
- CC(=O)c1cccc(NC(=O)CO/N=C2/CCCc3nonc32)c1
 : 6%, -12%, -8%
- CCOC(=O)c1ccc(N2C(=O)c3[nH]nc(-c4ccc(OCC)cc4)c3C2c2cccs2)cc1 (centres undefined)
 : 2%, 3.7µM*, -1%
- Cc1onc(-c2ccccc2Cl)c1C(=O)Nc1ccccc1N1CCOCC1
 : 8%, ?, -5%
- O=C(COC(=O)Cc1ccc(S(=O)(=O)N2CCOCC2)s1)Nc1ccc(F)cc1F
 : 0%, -4%, 1%
- COc1ccc(C(=O)N2CCOCC2)cc1Br
 : 4%, -14%, -8%
- Oc1ccccc1OCCOc1ccccc1OCCOc1ccccc1O
 : 6%, 21µM*, -3%
- Cc1cccc(NC(=O)CC2(CC(=O)O)CCCC2)c1
 : ., 5%, -10%
- Brc1cccc(CNCc2ccncc2)c1
 : 5%, -17%, -6%
- CCc1cccc(C)c1NC(=O)Cn1nc(C)n2cccc2c1=O
 : 2%&-6%, 22%&-19%, 0%&-13%
- CNC(=O)c1cc(Nc2nnc(-c3ccc(O)cc3)c3ccccc23)ccc1OC
 : 7%, ?, 1%&2%
- C=CCn1c(=O)c2ccccc2n2c(Sc3nnnn3-c3ccccc3)nnc12
 : -2%, ?, -18%
- Cc1cc(C)c2c(N)c(C(=O)c3ccccc3)oc2n1
 : 6%, -1%, .

# Profiles, looked up by structure. Screens in order: TDP1 block | TDP1 cell noCPT | GCN5L2 inh
# `Cc1nc(C)c(C(=O)Nc2cccc(Cl)c2)o1` is listed with 3% | -11% | -1%
# `CC(=O)Nc1ccc(OC(=O)c2ccc(Br)c([N+](=O)[O-])c2)cc1` is listed with -15% | -27% | -5%
# `CNC(=O)c1cc(Nc2nnc(-c3ccc(O)cc3)c3ccccc23)ccc1OC` is listed with 7% | ? | 1%&2%

# Back to the main list with the three entries that preceded the break.
# Screens in order: TDP1 block, TDP1 cell noCPT, GCN5L2 inh
- CNC(=O)c1cc(Nc2nnc(-c3ccc(O)cc3)c3ccccc23)ccc1OC
 : 7%, ?, 1%&2%
- C=CCn1c(=O)c2ccccc2n2c(Sc3nnnn3-c3ccccc3)nnc12
 : -2%, ?, -18%
- Cc1cc(C)c2c(N)c(C(=O)c3ccccc3)oc2n1
 : 6%, -1%, .
- Cc1ccnc(NS(=O)(=O)c2ccc(NC(=O)CN3C(=O)CCC3=O)cc2)n1
 : 0%, 1%, -3%
- COc1ccc(N2CCN(C(=O)c3c(C)nn(-c4ccc(F)cc4)c3-n3cccc3)CC2)cc1
 : 8%, ., 1%
- CCc1nc(N=Nc2c(O)[nH]c3ccccc23)c2c3c(sc2n1)CCC3
 : 3%, 16µM*, -3%
- CC(C)(C)c1ccc(C(=O)Nc2c3c(nn2C(C)(C)C)CS(=O)(=O)C3)cc1
 : ., -4%, -3%
- Cc1cccc(N(C)S(=O)(=O)c2c(C)[nH]c(C)c2C(=O)N2CCCC2)c1
 : 4%, ?, 0%
- CN(C)c1ccc(-c2nc3n(n2)C(c2cccnc2)C2=C(CC(C)(C)CC2=O)N3)cc1 (centres undefined)
 : 4%, ?, -1%
- O=C1CC(N2CCN(c3ccccc3Cl)CC2)C(=O)N1c1ccc(F)cc1 (centres undefined)
 : -2%, 1%, -6%
- N#C/C(=C\c1c(Oc2ccc(Br)cc2)nc2ccccn2c1=O)c1nc2ccccc2s1
 : -3%, 16µM*, -6%
- COc1ccc(C2C(C(N)=O)=C(C)Nc3nc(SCc4ccccc4Cl)nn32)cc1OC (centres undefined)
 : 3%, -14%, 1%
- COC(=O)c1cn(NC(=O)Cn2nc([N+](=O)[O-])c(Cl)c2C)c(=O)c2ccccc12
 : -3%, 8%, -1%
- Cc1ccc(-n2ncc(C(=O)NCCN3CCOCC3)c2C2CCN(C(=O)OC(C)(C)C)CC2)c(C)c1
 : 0%, ?, -13%
- COc1cccc(NC(=O)/C(C#N)=C/c2c(C)n(Cc3ccc(Cl)cc3)c3ccccc23)c1
 : 4%[2.28 µM], ?, -13%
- COc1ccc(-c2nn(-c3ccccc3)cc2CNC[C@H]2O[C@@H](n3cnc4c(N)ncnc43)[C@H](O)[C@@H]2O)cc1
 : 1%, -15%, 2%
- CCNC(=O)C(C)Sc1ccc(Cl)cc1 (centres undefined)
 : 3%, -18%, 1%
- O=c1c(Cc2ccc(Cl)cc2)c(O)ccn1Cc1ccccc1
 : 0%, -13%, -4%
- O=C(Nc1ccc2c(c1)OCO2)N1CCC(CO)(CC2CCCCO2)CC1 (centres undefined)
 : 6%, -24%, -2%
- CC(=O)N1c2ccc(S(=O)(=O)N3CCCC3)cc2CC1C(=O)Nc1cc(C)cc(C)c1 (centres undefined)
 : 3%, 23µM*, -16%
- CNC(=O)C1CC(=O)N(c2ccc(OCC(=O)N3CCCC3)cc2)C1 (centres undefined)
 : 9%[0.0935 µM], -1%, -19%
- NS(=O)(=O)c1ccc(N2CCCCCC2)c([N+](=O)[O-])c1
 : 1%, ?, 0%
- COc1ccc(Cl)cc1N1C(=O)CC(N2CCc3ccccc32)C1=O (centres undefined)
 : 4%, -6%, -1%
- Cc1ccc(C(=O)OCC(=O)Nc2cccc(S(=O)(=O)NC3=NCCCCC3)c2)c(C)c1
 : 3%, ?, -3%
- Cc1ccccc1C(=O)NNC(=O)c1cc(N)cc([N+](=O)[O-])c1
 : 1%, ?, -1%
- CCOc1ccc(CNCCCSc2ncccn2)cc1OC
 : ., -29%, -1%
- O=C(COc1ccc(S(=O)(=O)NC2CCCCC2)cc1)NCCC1=CCCCC1
 : 0%, ?, -6%
- O=C1CCCC(O)=C1N=Nc1cccc(C(=O)O)c1
 : ?, -1%, -26%
- O=C(Nc1ccc(Cl)cc1)c1ccncc1
 : 1%, -11%, .
- CCOC(=O)N1CCN(S(=O)(=O)c2ccc(C(=O)Nc3nc4ccc(F)cc4s3)cc2)CC1
 : 0%, 6.5µM*, 20%
- O=C(/C=C/c1ccc(F)cc1)c1ccc(N2CCOCC2)cc1
 : 3%, ?, -8%
- O=c1[nH]c(CCC2CCCC2)nc2ccccc12
 : -1%, -30%, -3%
- CN1CCN(C(=O)/C(=C/c2ccccc2F)NC(=O)c2ccccc2)CC1
 : 3%[0.0935 µM], -16%, -1%

# Shown with each value named: entries from further up
compound: CCOC(=O)N1CCN(S(=O)(=O)c2ccc(C(=O)Nc3nc4ccc(F)cc4s3)cc2)CC1
  TDP1 block = 0%; TDP1 cell noCPT = 6.5µM*; GCN5L2 inh = 20%

compound: O=C(/C=C/c1ccc(F)cc1)c1ccc(N2CCOCC2)cc1
  TDP1 block = 3%; TDP1 cell noCPT = ?; GCN5L2 inh = -8%

compound: O=c1[nH]c(CCC2CCCC2)nc2ccccc12
  TDP1 block = -1%; TDP1 cell noCPT = -30%; GCN5L2 inh = -3%

# High-throughput results as filed in PubChem BioAssay.
